CXCR6 block: CXCR6 receptor inhibitors, primary screen, cell-based, beta-arrestin, luminescence, CHO-K1 PathHunter, 1536-well; inhibition, % at 20 µM; 0.36% of 360,000 active; in the data active = inhibition above about 34%, passing the limit was not always enough;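 note: antagonist mode with CXCL16 agonist at 10 nM final; 0% = 10 nM CXCL16 with DMSO and 100% = unstimulated wells without agonist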
Target sequence (O00574 whole entry, looked up): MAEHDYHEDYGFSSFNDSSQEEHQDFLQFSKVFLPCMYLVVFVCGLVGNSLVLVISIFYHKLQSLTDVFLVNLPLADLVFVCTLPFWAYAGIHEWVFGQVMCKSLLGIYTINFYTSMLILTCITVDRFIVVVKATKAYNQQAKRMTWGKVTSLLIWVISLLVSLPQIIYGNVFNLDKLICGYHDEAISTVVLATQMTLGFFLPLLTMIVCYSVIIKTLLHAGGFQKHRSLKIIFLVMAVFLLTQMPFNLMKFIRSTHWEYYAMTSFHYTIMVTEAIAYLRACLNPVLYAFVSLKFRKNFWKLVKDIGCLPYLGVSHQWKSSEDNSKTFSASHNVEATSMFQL
EBI2 antag: EBI2 receptor antagonists, beta-arrestin recruitment, primary screen, cell-based, luminescence, 7a,25-OHC stimulation, uHTS | G-protein coupled receptor 183 (Homo sapiens), P32249 | 7a,25-OHC stimulated | inhibition, % at 5 µM | 0.81% of 360,000 active | AID 651636, 2012; in the data active = inhibition above about 38%;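 note: enzyme fragment complementation signal reports receptor beta-arrestin coupling in cells; 0% = agonist plus DMSO wells and 100% = wells without agonist; some results beyond the cut were filed as inactive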
Gli-Sufu antag: Gli-Sufu pathway antagonists, primary screen, luciferase luminescence, Sufu-KO-LIGHT cells, uHTS; AID 588413, 2011; Sufu-KO-LIGHT fibroblasts, Gli luciferase reporter luminescence; inhibition, % at 5 µM; 0.74% of 340,000 active;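 active = inhibition above about 55%, limit read from the data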;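 note: 0% = DMSO-treated cells and 100% = wells with medium but no cells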
A3A deaminase: APOBEC3A ssDNA deaminase inhibitors, primary screen, selectivity assay for APOBEC3G inhibitor project, biochemical, FAM/TAMRA oligo cleavage fluorescence. inhibition, % at 20 µM. 0.41% of 330,000 active. recombinant A3A, FAM/TAMRA ssDNA deamination fluorescence;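 active = at least 40% inhibition at 20 µM here, with at most 30% in a related deaminase screen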;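 note: plate controls were A3A with DMSO for no effect and wells lacking A3A enzyme for full effect; some results filed as inactive read as strong as hits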
Target sequence (P31941 whole entry, looked up): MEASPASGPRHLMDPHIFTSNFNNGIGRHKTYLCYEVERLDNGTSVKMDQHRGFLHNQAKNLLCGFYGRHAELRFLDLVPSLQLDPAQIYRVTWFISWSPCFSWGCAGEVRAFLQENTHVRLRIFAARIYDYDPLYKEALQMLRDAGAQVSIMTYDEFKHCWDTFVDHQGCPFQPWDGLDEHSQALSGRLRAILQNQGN
CCR6 antag: CCR6 receptor antagonists, primary screen, cell-based, CHO-K1, luminescence, beta-arrestin, uHTS; CHO-K1 CCR6 PathHunter beta-arrestin, CCL20-stimulated; 0.49% of 340,000 active; AID 493098, 2011; inhibition, % at 20 µM;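 active = compounds whose inhibition of the agonist-driven luminescence signal at 20 µM reaches about 50%, limit read from the data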;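 note: cells stimulated with CCL20 at 14 nM final; plate controls were DMSO with CCL20 for no effect and DMSO without agonist for full effect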
A3G deaminase: APOBEC3G DNA deaminase inhibitors, primary screen, biochemical, fluorescence, single-stranded DNA substrate, uHTS; 0.28% of 330,000 active; AID 493012, 2011; inhibition, % at 20 µM; recombinant A3G, ssDNA deamination FAM/TAMRA fluorescence;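 active = inhibition of at least 40% at 20 µM, with no more than 30% in the related APOBEC3A deaminase screen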;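 note: plate controls were DMSO wells with A3G for no effect and wells lacking A3G enzyme for full effect; some compounds called inactive have numbers as strong as hits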
Target sequence (Q9HC16 whole entry, looked up): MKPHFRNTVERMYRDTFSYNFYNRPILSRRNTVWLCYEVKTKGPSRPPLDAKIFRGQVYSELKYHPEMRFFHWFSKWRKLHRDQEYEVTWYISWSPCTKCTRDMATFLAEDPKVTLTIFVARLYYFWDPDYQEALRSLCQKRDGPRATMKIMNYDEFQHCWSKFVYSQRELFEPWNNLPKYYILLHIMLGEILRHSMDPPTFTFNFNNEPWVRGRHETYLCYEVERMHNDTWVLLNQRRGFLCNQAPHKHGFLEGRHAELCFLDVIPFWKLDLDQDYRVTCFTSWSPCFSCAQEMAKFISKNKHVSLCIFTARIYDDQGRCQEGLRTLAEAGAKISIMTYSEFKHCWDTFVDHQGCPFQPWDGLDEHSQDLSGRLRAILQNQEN
MPTP block: mitochondrial permeability transition pore inhibitors, primary screen, biochemical, isolated mouse mitochondria, absorbance; Ca2+ swelling absorbance, 30 min; inhibition, % at 10 µM; 1.4% of 360,000 active; AID 602449, 2012;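 active = inhibition of 50% or more, scaled per plate between neutral and stimulator controls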;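 note: 0% = DMSO wells given calcium and 100% = 1 mM EGTA wells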
NR3A LBD binder: binders of NR3A ligand-binding domain, primary screen, biophysical, differential scanning fluorimetry, uHTS; NR3A LBD differential scanning fluorimetry, Tm shift; 0% = protein alone, 100% = glycine-bound protein; Tm shift relative to glycine control, % at 25 µM; 2.5% of 340,000 active;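 active = melting temperature shift of at least 10% of the positive control shift, at one fixed dose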
The depositor's hits bear a star; · = not tested or not shown.

Sample of the layout (2 entries):
SMILES | CXCR6 block | EBI2 antag | Gli-Sufu antag | A3A deaminase | CCR6 antag | A3G deaminase | MPTP block | NR3A LBD binder
ClCc1c2ccccc2cc2ccccc12 | -15.5 | -3.6 | -2.2 | 0.0 | 4.4 | -5.4 | 2.5 | 0.0
CCN(C(=O)CCc1ccccc1)C1CCCCC1 | -4.9 | -0.7 | 15.3 | -6.1 | -1.5 | -3.0 | 0.9 | -0.9

All compounds of this part, from the start:
SMILES | CXCR6 block | EBI2 antag | Gli-Sufu antag | A3A deaminase | CCR6 antag | A3G deaminase | MPTP block | NR3A LBD binder
ClCc1c2ccccc2cc2ccccc12 | -15.5 | -3.6 | -2.2 | 0.0 | 4.4 | -5.4 | 2.5 | 0.0
CCN(C(=O)CCc1ccccc1)C1CCCCC1 | -4.9 | -0.7 | 15.3 | -6.1 | -1.5 | -3.0 | 0.9 | -0.9
O=C(/C=C/N1CCOCC1)c1cc2ccccc2o1 | 1.0 | 10.2 | -57.5 | -6.2 | 4.4 | -7.9 | -3.6 | -15.8
O=[N+]([O-])c1cc(C(F)(F)F)cc([N+](=O)[O-])c1N1CCN(S(=O)(=O)c2ccccc2)CC1 | -21.2 | 11.8 | 2.8 | -2.3 | 4.9 | -4.4 | 1.3 | -0.2
Cc1ccc2nc(-c3ccc(NC(=O)c4cccnc4)cc3)oc2c1 | -8.5 | 13.1 | -62.0 | -1.1 | 3.4 | 16.0 | 1.1 | 24.0*
COc1ccccc1NC(=O)CCSc1ccc(C)cc1 | -1.7 | 3.7 | -5.6 | -1.2 | 16.3 | -3.6 | 0.6 | 4.1
COc1ccccc1CCNS(=O)(=O)CCNC(=O)c1ccc2c(c1)OCO2 | -15.0 | -9.3 | -2.5 | 3.5 | 10.5 | 0.8 | 1.5 | 1.7
CCCCCCSC1=C(C#N)C(=O)NC2(CCCCC2)S1 | -7.5 | -2.2 | -1.4 | 1.8 | 5.0 | 3.1 | 6.7 | 1.0
Cc1cc(C)cc(OCC(=O)Nc2ccncc2)c1 | -2.8 | 0.0 | -1.4 | -2.0 | -15.8 | 7.8 | 0.9 | 2.0
O=C(c1ccccc1)N1CCC(CC2CC(c3cccc(Br)c3)=NO2)(C(=O)NCC2CCCCC2)CC1 (stereo not given) | 13.4 | 12.3 | 23.8 | -4.2 | 12.2 | -10.7 | 1.1 | -0.6
COc1nc(NC2OC(CO)C(O)C(O)C2O)c(N)c(=O)[nH]1 (stereo not given) | -1.4 | -2.2 | 4.5 | · | 0.0 | · | -1.5 | 3.7
CCOC(=O)c1nnn(-c2nonc2N)c1CN(C)C1CCCCC1 | 7.4 | -2.0 | 3.8 | -0.7 | -5.7 | -3.7 | 1.7 | 1.0
C/C(=N\NC(=O)CNc1cccc(Cl)c1C)c1cccs1 | -0.2 | 7.3 | -2.8 | -2.1 | 11.9 | -8.2 | 5.7 | 0.5
CCC1(C)COC2(OC1)C(=O)Nc1ccccc12 (stereo not given) | 4.1 | 4.8 | 8.3 | 1.4 | -9.3 | -5.4 | 4.0 | -0.7
CCOc1ccc(NS(=O)(=O)c2ccc(C(=O)N3CCCCCC3)cc2)cc1 | -7.5 | -7.6 | 41.0 | -2.4 | 5.0 | 1.1 | 25.0 | -0.3
COc1ccc(CCN=Cc2ccccc2O)cc1OC | -3.3 | -12.2 | 4.8 | 0.3 | 0.1 | -5.5 | 4.2 | 0.9
O=C(c1ccc2c(c1)OCO2)N1CCC2(CC1)Oc1ccc(F)cc1C(=O)C21CC(c2ccc(Cl)cc2)=NO1 (stereo not given) | 4.9 | -7.4 | 0.7 | 0.4 | 11.2 | -6.2 | 0.4 | -1.7
COc1cccc(Cn2c(=O)ccc3ccccc32)c1 | 3.4 | -1.1 | -15.7 | 1.4 | 17.4 | -4.9 | 0.1 | 0.1
COC(=O)c1ccc(/C=N/Nc2nc(C)c(C)s2)cc1 | -5.0 | 16.2 | -57.1 | -4.7 | 2.2 | -7.4 | 0.9 | -0.9
CCOC(=O)c1c(P(=O)(N2CCOCC2)N2CCOCC2)noc1N | -5.7 | -15.7 | -4.3 | 0.9 | -7.8 | 2.1 | -2.6 | -0.6
COC(=O)c1cc(C(=O)OCC(=O)NCc2ccc3c(c2)OCO3)cc([N+](=O)[O-])c1 | -13.1 | -11.2 | -0.3 | 0.9 | 3.7 | 1.6 | -9.9 | -0.4
CCc1noc(C)c1C(=O)Nc1cc(S(=O)(=O)N2CCCCC2)ccc1N(C)C | 3.6 | -1.9 | 8.9 | 1.7 | 1.9 | -0.8 | -0.8 | -0.3
Cc1ccc2c(CNCc3ccco3)cc(=O)oc2c1 | 11.2 | 11.2 | -33.4 | 0.4 | -0.3 | -3.2 | -0.1 | 1.5
COc1ccccc1NC(=O)C(C)OC(=O)CCNS(=O)(=O)c1ccc(C)c(C)c1 (stereo not given) | 9.3 | -2.9 | -6.5 | 1.9 | 9.8 | -3.1 | -1.5 | 1.8
NS(=O)(=O)c1ccc(CCNC(=O)C2CCCN2C(=O)OCc2ccccc2)cc1 (stereo not given) | -2.4 | -6.4 | 0.4 | 1.0 | 6.6 | -1.1 | -1.9 | -0.9

Just CCR6 antag, A3A deaminase and CXCR6 block, for 3 of the compounds above:
Compound | CCR6 antag | A3A deaminase | CXCR6 block
O=C(/C=C/N1CCOCC1)c1cc2ccccc2o1 | 4.4 | -6.2 | 1.0
ClCc1c2ccccc2cc2ccccc12 | 4.4 | 0.0 | -15.5
COc1ccccc1NC(=O)C(C)OC(=O)CCNS(=O)(=O)c1ccc(C)c(C)c1 (stereo not given) | 9.8 | 1.9 | 9.3

Following part
SMILES | CXCR6 block | EBI2 antag | Gli-Sufu antag | A3A deaminase | CCR6 antag | A3G deaminase | MPTP block | NR3A LBD binder
C/C(CC(=O)NC1CCCCC1)=N\NC(=O)c1ccccc1C | 3.7 | -2.7 | -4.5 | -0.6 | -8.4 | -8.0 | 0.1 | 0.2
COC(=O)Nc1ccc(S(=O)(=O)N2CCC(C(=O)N(C)C3CCCCC3)CC2)cc1 | 12.8 | -4.7 | -0.7 | -4.0 | 1.8 | -4.2 | 0.9 | -0.6
COc1ccc(S(=O)(=O)N2CCC(C(=O)NCc3ccncc3)CC2)cc1C | 2.7 | -3.7 | -12.0 | -1.9 | -10.8 | -6.0 | -0.2 | -3.3
Cc1cnn(-c2cc(N/N=C/c3ccccc3)ncn2)c1 | -3.5 | 6.3 | -21.6 | -2.7 | -2.0 | -4.4 | 0.4 | 2.0
CN(C(=O)COC(=O)C1COc2ccccc2O1)C1(C#N)CCCCC1 (stereo not given) | -3.0 | -0.7 | -0.8 | 1.6 | 5.6 | -4.7 | 0.5 | 1.7
CCOC(=O)c1c(-c2ccccc2)oc2cc(Br)c(O)cc12 | 4.3 | 4.3 | -6.5 | 2.3 | 6.4 | -3.9 | 1.2 | 13.8*
COC(=O)[C@H](Cc1ccccc1)NC(=O)N(C)Cc1ccccc1 | 4.9 | -10.7 | 3.5 | -1.6 | 0.6 | -9.8 | 0.2 | 1.1
CCOC(=O)c1c(C(F)(F)C(F)(F)C(F)(F)C(F)(F)F)n[nH]c1C | -0.4 | 4.6 | 12.1 | 1.6 | -10.4 | 2.3 | 73.4* | -8.9
CCOc1cc(/C=N/NC(=O)c2cc3c(ccc4ccccc43)o2)ccc1O | 2.6 | 4.0 | 19.5 | -1.6 | 19.3 | 6.1 | 1.3 | 28.3*
COc1ccc(CCN(Cc2nc3ccccc3c(=O)[nH]2)C(=O)C2CC2)cc1 | 0.6 | 10.0 | 26.9 | 1.7 | -8.4 | -2.2 | -2.0 | -1.5
CCc1nn(CC(=O)NC2CCN(Cc3ccccc3)CC2)c(=O)c2cc3cc(F)ccc3n12 | 8.3 | 10.4 | 25.7 | -2.8 | 12.8 | -2.4 | -2.0 | 2.7
Nc1nonc1-n1nnc(C(=O)N/N=C/C=C/c2ccccc2)c1CSC1=NCCS1 | 4.4 | -19.7 | -2.6 | -3.5 | 19.0 | -8.7 | 3.1 | 16.3*
Cc1ccc(C2=CSC3=NS(=O)(=O)CCN23)cc1 | -7.2 | -7.6 | 2.3 | -1.8 | -5.6 | -2.3 | -2.0 | 1.1
CCn1c(=O)cc(OCC(=O)NCCC(C)C)c2ccccc21 | -2.7 | -8.1 | 2.8 | 1.2 | 7.0 | -4.7 | -3.0 | -1.8
O=C(CN1C(=O)C2C3C=CC(C4CC34)C2C1=O)Nc1cccc2ncccc12 (stereo not given) | -8.4 | 5.2 | -9.4 | 0.1 | 8.7 | 3.7 | 0.5 | 9.2
O=C(NCCCN1CCOCC1)c1cc(Cl)ccc1OCc1ccccc1 | 4.8 | 0.5 | 12.7 | 0.0 | 15.0 | 4.7 | 1.4 | 9.6
CN1CCN(c2ccccc2NC(=O)c2cc3ccccc3o2)CC1 | -3.4 | 7.7 | 7.8 | -3.3 | 2.4 | -2.6 | 2.4 | -0.2
Cc1cc(C)n2nc(C(=O)N(C)c3c(N)n(Cc4ccccc4)c(=O)[nH]c3=O)nc2n1 | 6.0 | -4.3 | 20.1 | 5.4 | 5.0 | -9.7 | -1.7 | -1.7
O=C(NCCC1=CCCCC1)C1CCN(C(=O)c2ccc(Cl)cc2)CC1 | 0.4 | 40.5 | -13.4 | -0.2 | 14.8 | 0.2 | 0.4 | ·
O=C(Nc1ccccc1N1CCN(C(=O)c2ccccc2)CC1)c1ccc([N+](=O)[O-])o1 | -11.7 | 4.9 | 15.3 | 0.2 | -12.4 | -0.6 | 0.7 | -1.4
Cc1c(C(=O)O)cnc2cc(-c3ccc(Cl)cc3)nn12 | 9.5 | -7.4 | 10.2 | -1.9 | -1.5 | -2.8 | 0.1 | 2.8
O=C(c1ccc(F)cc1)N1CCOC(c2nc(-c3ccc(F)cc3)no2)C1 (stereo not given) | -5.2 | 5.3 | -1.3 | -2.3 | 5.0 | -11.8 | -0.5 | -0.7
CCC(=O)c1ccc(O)c(CC=C(C)C)c1 | -6.4 | -1.9 | 1.6 | -7.9 | 0.8 | -6.6 | 2.3 | -2.2
Cc1nn(-c2ccccc2)c(Cl)c1CN(C(=O)CCl)c1ccc(Cl)cc1 | -16.3 | 30.2 | 6.8 | · | 10.2 | · | 2.8 | -4.8
Cc1ccc(C(=O)Nc2cccc([N+](=O)[O-])c2)cc1S(=O)(=O)Nc1ccc(C(=O)O)cc1 | 7.2 | 3.7 | -4.2 | -0.9 | 13.4 | -3.7 | 3.4 | 7.0

Remaining list, next part:
SMILES | CXCR6 block | EBI2 antag | Gli-Sufu antag | A3A deaminase | CCR6 antag | A3G deaminase | MPTP block | NR3A LBD binder
COC(=O)c1ccc(Cl)c(NC(C)=O)c1 | 2.7 | 0.3 | 2.1 | 2.0 | -14.5 | -4.3 | -1.1 | 1.4
Cn1cnc2c(cnn2C)c1=N | 4.4 | 2.5 | 8.3 | · | 8.1 | · | -1.2 | -1.0
CC1Cc2nc(SCC(=O)N3CCOCC3)n(-c3ccccc3)c(=O)c2S1 (stereo not given) | -4.1 | 0.1 | 6.6 | -0.9 | 10.1 | 0.7 | 0.4 | -1.7
CC(C)c1ccc(N=C(N)N=C(N)N)cc1 | -12.0 | 9.9 | 6.7 | 2.0 | -6.2 | -2.9 | -0.7 | -0.8
Cc1c(Cl)cccc1NC(=O)CSc1nnc(C)n1CC1CCCO1 (stereo not given) | -1.2 | -0.2 | -2.4 | -1.5 | 14.4 | -4.9 | -0.5 | 0.5
CCCOc1ccc(C(=O)N2CCCc3ccccc32)cc1 | 8.4 | 8.2 | 0.1 | -0.5 | 12.8 | -7.0 | 3.3 | 2.6

High-throughput results: PubChem, Sanford-Burnham Center for Chemical Genomics
